# KB-3-1 cytotox: KB-3-1 parental cell cytotoxicity | KB-3-1 viability, CellTiter-Glo ATP luminescence, 72 h | Potency, µM (top dose mostly 46.1 µM), inactives show top-dose activity change, negative = cytotoxic, actives largely listed as cytotoxic | 400,000 tested, 1.4% active | AID 1347075; further: potency means the concentration at half of the fitted maximal effect; on the % scale 0 is the no-effect control and ±100 the full control effect; nearly all actives have a fitted effect of over 60% in size
#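 KB-3-1 cells, DMEM (no phenol red) + 10% FBS; compound by pin transfer, 72 h, 37 °C. Readout: CellTiter-Glo luminescence after 10 min. Data normalized, curve-fitted.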
# KB-V1 cytotox: kills drug-selected multidrug resistant KB-V1 cells; AID 1347076; KB-V1 MDR cells viability, CellTiter-Glo, 72 h; 400,000 tested, 3.4% active; Potency, µM (highest dose often 46.1 µM), for inactives: at the top dose activity change, negative = cytotoxicity, actives largely listed as cytotoxic; further: potency means the concentration at half of the fitted maximal effect; on the % scale 0 is the no-effect control and ±100 the full control effect; nearly all actives have a fitted effect of over 60% in size
#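 KB-V1 MDR subline cells in DMEM (phenol-red free, 10% FBS) exposed to compounds in qHTS concentration series for 72 h at 37 degrees C. Viability read by CellTiter-Glo luminescence; concentration-effect curves fitted after normalization and correction.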
# DRD3 agonist: D3 dopamine receptor (human) agonism | P35462 | D3R DiscoveRx beta-arrestin cells, luminescence, 90 min | max activation, % | 410,000 tested, 0.58% active | AID 652048; in the data active means max activation above about 30%; further: 0% is about no effect; mostly tested at two doses, the higher about 12 µM
# Target sequence (P35462 whole entry, looked up): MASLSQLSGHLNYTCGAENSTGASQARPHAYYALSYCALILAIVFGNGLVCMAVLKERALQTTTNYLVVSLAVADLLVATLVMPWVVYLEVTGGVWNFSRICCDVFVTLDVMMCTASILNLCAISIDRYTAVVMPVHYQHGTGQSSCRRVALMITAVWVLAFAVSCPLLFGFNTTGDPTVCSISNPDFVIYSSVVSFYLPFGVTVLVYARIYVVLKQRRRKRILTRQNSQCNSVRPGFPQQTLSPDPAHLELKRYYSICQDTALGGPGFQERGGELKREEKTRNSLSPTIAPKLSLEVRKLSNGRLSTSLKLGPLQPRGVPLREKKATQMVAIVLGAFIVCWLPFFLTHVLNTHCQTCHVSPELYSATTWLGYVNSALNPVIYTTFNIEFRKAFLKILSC
#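 Agonist mode: compounds and dopamine controls were applied to plated cells for 90 min at 37 degrees C after an overnight attachment at 1500 cells/well. Luminescent read-out followed 30 - 60 minutes at room temperature with DiscoveRx detection reagent.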
# * marks the source's active call; other numbers are inactive results; ? = inconclusive. Unless noted, the call rests on the fitted dose curve; in most records, active means well fitted cell-killing curve with a large enough effect; inconclusive means small, poorly fitted or top-dose-only effect, or effect the other way; inactive means flat fitted curve, though single readings scatter.
structure | KB-3-1 cytotox | KB-V1 cytotox | DRD3 agonist
CCc1ccc(CNC(=O)C(C)n2ccc3cc(S(=O)(=O)N4CCCCCC4)ccc32)cc1 (stereo not given) | -9% | -14% | -2
O=c1[nH]c(SCc2ccc([N+](=O)[O-])cc2)nc2c1CCCC2 | -25% | -1% | 1
CCc1ccc(-c2[nH]c3c(c2-c2c(-n4cccc4)n(C)c(=O)n(C)c2=O)c(=O)n(C)c(=O)n3C)cc1 | -5% | ? | -3
CCc1cccc(NC(=O)c2oc3ccc4c(c3c2C)C(=O)CC(C)(C)O4)c1 | -19% | 4% | 6
CCOc1ccccc1NC(=O)CN1CCCN(Cc2cccc(Cl)c2)S1(=O)=O | 5% | ? | 2
CCc1ccc(CNC(=O)c2cnc3sc4cc(OC)ccc4n3c2=O)cc1 | 7% | 0% | 4
Cc1ccc(S(=O)(=O)NCCc2nnc3ccc(SCc4ccccc4C)nn23)cc1 | -8% | -9% | -1
O=C(CN(c1cccc(Br)c1)S(=O)(=O)c1ccccc1)N1CCc2ccccc2C1 | -24% | -2% | -21
CCOC(=O)c1cc(-c2ccc(F)cc2)n(CC(=O)NC2CCCCCC2)c1C | -3% | ? | -2
Cc1cc2c(cc1NC(=O)c1ccc(C(C)(C)C)cc1)n(C)c(=O)c(=O)n2C | -18% | ? | 6
O=C(NCc1ccc(Cl)cc1)C(=O)NCC(c1ccco1)S(=O)(=O)c1cccs1 (stereo not given) | -16% | 1% | 3
COc1ccccc1-c1nc(SCC(=O)NCc2ccc(C)cc2)c2c(=O)n(C)c(=O)n(C)c2n1 | 9% | ? | 3
CCOc1cc(CNC(=O)Cn2ncn3c(cc4cc(F)ccc43)c2=O)cc(OCC)c1OCC | -1% | 0% | 10
O=C(NCc1ccc(F)cc1)c1ccc(CSc2nc3ccncc3n2Cc2ccc(F)cc2)cc1 | -13% | 7% | -4
CCOC(=O)C1CCC(CN(Cc2ccc(Cl)cc2)S(=O)(=O)c2ccc(F)c(C(=O)Nc3cccc(F)c3)c2)CC1 (stereo not given) | -8% | 0% | -22
O=C(NCc1ccc(Cl)cc1)c1ccc2oc(=O)n(Cc3ccccc3)c2c1 | 9% | ? | 3
COc1ccc(C)cc1NC(=O)N1CCN(c2nnc(C)c3c(C)n(-c4ccccc4)nc23)CC1 | -13% | 30% | -11
CCn1c(SCc2ccc(F)cc2Cl)nc(=O)c2c(C(=O)OC)cc(C3CC3)nc21 | -8% | 6% | 0
O=C(CSc1nnc(-c2ccccc2)o1)N1CCCc2ccccc21 | 18% | 16% | 2
CN(C)c1ccc(NC(=O)Cn2cc(S(=O)(=O)Cc3cccc(Cl)c3)c3ccccc32)cc1 | -8% | 2% | 3
O=C(NCCc1nc2ccccc2n1Cc1c(F)cccc1Cl)c1ccco1 | -14% | -27% | -5
COc1ccc(CNc2ncnc3c2cnn3-c2ccc(Cl)cc2)cc1 | -4% | 11% | -9
COc1cccc(-c2nn(C)c3sc(C(=O)NCCc4ccc(Cl)cc4)cc23)c1 | -11% | -3% | 5
CCC(=O)N1c2ccccc2CC1C(=O)N1CCN(c2cccc(Cl)c2)CC1 (stereo not given) | -6% | 11% | -2
CCC(CC)C(=O)Nc1ccc2nc(SCC(=O)N3c4ccccc4CC3C)sc2c1 (stereo not given) | ? | -13% | 19
COc1ccccc1N1CCN(c2ncnc3c2cnn3-c2cc(Cl)ccc2C)CC1 | -13% | ? | 13
Cc1ccc(Cl)cc1NC(=O)C1CCC(CNS(=O)(=O)c2cccc3nsnc23)CC1 (stereo not given) | 10% | 6% | 6
CCc1ccc(NC(=O)C(=O)NCC(c2ccc3c(c2)OCO3)N2CCN(C)CC2)cc1 (stereo not given) | 0% | 9% | -7
Cc1ccc(-n2nc3c(=O)n(CC(=O)NC(C)C)nc(C)c3c2C)cc1 | 7% | 11% | 2
COc1ccccc1C(=O)NCc1ccc2c(c1)CCN2C(=O)c1ccncc1 | 16% | -2% | -10
COc1ccc(Cn2c(=O)c3cccnc3n(CC(=O)Nc3c(C)cc(C)cc3C)c2=O)cc1 | -1% | 18% | -3
CCCNc1ccc(-c2nc(-c3ccccn3)no2)cc1[N+](=O)[O-] | -19% | -6% | -12
O=C(NCC(c1cccnc1)N1CCc2ccccc21)c1ccc(F)c(F)c1 (stereo not given) | -19% | 0% | -14
Cc1ccc(NC(=O)CN2CCN(C3CCCCC3)C(=O)C2=O)cc1 | 0% | -27% | -21
Cc1ccc2c(CC(=O)Nc3ccc(S(=O)(=O)N4CCCCC4C)cc3)coc2c1 (stereo not given) | -1% | -3% | 1
COc1cc(-c2nnc(SCC(=O)Nc3cccc(C#N)c3)o2)cc(OC)c1OC | 13% | -5% | -10
COc1ccc(CCCc2nnc(SCC(=O)Nc3ccc(C)cc3)o2)cc1C | 3% | 2% | -6
Cc1ccccc1NC(=O)c1c(C)oc2ccc(O)c(CN3CCC(C)CC3)c12 | -4% | -12% | 2
COc1ccccc1CNC(=O)c1cc(-c2ccccc2)n[nH]1 | -2% | -30% | -17
Cc1ccc(NC(=O)CSc2nc3ccccc3n2CC(=O)N(C)C2CCCCC2)cc1C | -22% | 0% | 0
CCOc1ccccc1CNCc1cccn1-c1nnc(N2CCN(c3ccccc3)CC2)s1 | ? | ? | -12
CC(=O)c1ccc(N2CCN(c3ccc(NC(=O)c4cccs4)cc3C(=O)O)CC2)cc1 | 7% | ? | 11
CCOC(=O)c1c(C)n(-c2ccccc2)c2ccc(OC(=O)COc3ccccc3)cc12 | 1% | 0% | -5
Cc1ccc(CNC(=O)c2c(-c3ccc(Br)cc3)noc2C)o1 | -3% | 0% | 5
CC(=O)c1cccc(NC(=O)c2oc(=O)c3ccccc3c2-c2ccccc2)c1 | -1% | -20% | 4
Cc1ccc(S(=O)(=O)CCC(=O)Nc2ccc(Br)cc2C)cc1 | -1% | 6% | -7
CCOC(=O)c1c(NC(=O)CCCOc2ccc(C(C)(C)C)cc2)sc2c1CCC2 | 6% | 5% | 3
CCOC(=O)c1[nH]c2c(c1Cc1ccccc1)C(=O)CC(c1ccc(Cl)cc1)C2 (stereo not given) | -15% | ? | -7
CCOc1ccccc1CNC(=O)c1ccc(-n2c(C)cc3c2CCC(C)C3)cc1 (stereo not given) | 0% | 0% | -11
CCCCN(C)C(=O)C1CCCN(c2ncnc3onc(-c4ccc(F)cc4)c23)C1 (stereo not given) | 9% | -3% | 0
CCOc1ccc2nc(NC(=O)c3nc(SCc4ccc(C)cc4)ncc3Cl)sc2c1 | ? | 1% | 6
Cc1ccc(-n2ncc3c(N4CCN(C)CC4)ncnc32)cc1Cl | 1% | 15% | 0
CCc1ccc(CNC(=O)Cc2ccc(NC(=O)N3CCSc4ncccc43)cc2)cc1 | 0% | -12% | -13
O=C(Nc1ccc(C(=O)OCc2cc(=O)n3ccsc3n2)cc1)c1cccc(F)c1 | 23% | ? | -14
COc1cccc(N2C(=O)C(CC(=O)Nc3ccc(Cl)cc3)N(Cc3ccc4c(c3)OCO4)C2=O)c1 (stereo not given) | 7% | 1% | -2
Cc1ccc(N(Cc2cc3ccccc3[nH]c2=O)C(=O)c2cccc(Cl)c2)cc1 | 7% | -3% | 14
CCOCCCNC(=O)C(c1ccc(C)cc1)N(Cc1ccc2c(c1)OCO2)C(=O)c1ccc(NC(C)=O)cc1 (stereo not given) | 3% | 3% | 20
CCC(C)c1ccc(OCC(=O)Nc2ccc(-c3nc4ncccc4o3)cc2)cc1 (stereo not given) | 10% | 8% | -7
Cc1ccc(C)c(S(=O)(=O)c2nnn3c2nc(Nc2ccc(C)c(C)c2)c2sccc23)c1 | 4% | -9% | 0
CCOC(=O)c1cnc2c(C)cc(C)cc2c1Nc1cccc(C(=O)O)c1 | -19% | -7% | -13

# Other results.
canonical_smiles | KB-3-1 cytotox | KB-V1 cytotox | DRD3 agonist
COc1ccc(-c2noc(-c3ccc(N4CCOCC4)c([N+](=O)[O-])c3)n2)cc1OC | 1% | 1% | 1
CN(C)c1ccc(CNC(=O)CCCN2C(=O)CCn3nc(-c4cccn4C)cc32)cc1 | 2% | 20% | -4
CCc1ccc(C2=CC(c3cccc(Br)c3)n3nnnc3N2)cc1 (stereo not given) | -16% | -11% | 4
COc1ccc(CNC(=O)CCCN2C(=O)CSc3c2c(C)nn3-c2ccccc2)cc1 | 4% | 10% | 2
Cc1oc(-c2ccc(Cl)cc2)nc1Cn1c(=O)cc(-c2ccccc2)c2c(C)nn(C)c21 | -7% | 10% | -7
CCc1ccc(C2c3c(oc4ccc(C)cc4c3=O)C(=O)N2c2nc(C)c(C)s2)cc1 (stereo not given) | -8% | -1% | -5
COCCCNC(=O)c1c(NC(=O)c2cc(=O)c3cc(C)c(C)cc3o2)sc2c1CCCC2 | 0% | 0% | -9
CCN(c1ccc(OC)cc1)S(=O)(=O)c1c(C(=O)N2CCCCCC2)c(C)n(C)c1C | -6% | -2% | 4
Cc1ccc(C)c(OCCCn2c(-c3ccc(Cl)cc3)nc3ccccc3c2=O)c1 | -7% | ? | -4
CCOC(=O)C1CCCN(C(=O)c2nn(-c3ccc(C)cc3)c(=O)c3c2c2ccccc2n3C)C1 (stereo not given) | 11% | 9% | -11
CCCCN(C(=O)C1CCC(CNS(=O)(=O)c2cccc3nsnc23)CC1)c1ccccc1 (stereo not given) | ? | ? | 5
Cc1ccc(CNC(=O)CSc2c3c(nc4cc(Cl)ccc24)CCCC3)cc1 | 17% | 7% | -10
CCN1CCN(c2nc3c(S(=O)(=O)c4ccc(C)cc4)nnn3c3ccsc23)CC1 | -6% | 1% | -2
COc1ccc(NC(=O)CSc2ncccc2C(=O)O)cc1OC | 3% | ? | 5
CC(=O)c1cccc(NC(=O)CCc2c(C)nc3c(c(C)nn3-c3ccccc3)c2C)c1 | 3% | -6% | 20
CCOC(=O)c1noc2ncnc(N3CCN(c4ccccc4OC)CC3)c12 | ? | ? | -11
Cc1ccc(C2=CC(c3ccccc3C)n3c(nc4ccccc43)N2)cc1 (stereo not given) | -6% | -11% | -2
CCOc1ccc2nc(N3CCCC(C(=O)NCc4ccccc4Cl)C3)sc2c1 (stereo not given) | -21% | 8% | 0
COc1cccc(CNC(=O)CCCN2C(=O)CCn3nc(-c4cccn4C)cc32)c1 | 9% | 14% | 8
COc1ccc2c(C)c(CCC(=O)NCCc3ccccc3)c(=O)oc2c1 | -8% | ? | -19
COc1ccc(C2CC(=O)c3cc(-c4nc(-c5ccc(Cl)cc5)c(C)s4)c(=O)[nH]c3C2)cc1 (stereo not given) | 7% | 25% | 1
COc1ccc(CCNS(=O)(=O)c2ccc3c(c2)c(=O)n(C)c(=O)n3C)cc1OC | -5% | 7% | -6
COc1ccccc1NC(=O)c1c(NCc2ccc(C)o2)sc2c1CCC(C)C2 (stereo not given) | 1% | -9% | -14
COc1cc(C2CC(=O)Nc3c2c(C)nn3-c2nncc(-c3ccc(C)cc3)n2)cc(OC)c1OC (stereo not given) | 4% | -7% | -21
CCOC(=O)c1c(S(=O)(=O)N2CCC(C(=O)NCc3ccccc3OC)CC2)c(C)n(C)c1C | -3% | 16% | 1
COc1ccc(NC(=O)C2=C(C)Nc3nc(SCc4ccc(C)cc4C)nn3C2c2cccc(OC)c2OC)cc1 (stereo not given) | 0% | 0% | 3
Cc1cccc(C(=O)Nc2ccc(-c3nc4ccccc4s3)cc2Cl)c1 | 6% | 9% | 18
O=C(CCCCCn1c(=O)[nH]c2ccccc2c1=O)NCc1cccc(Cl)c1 | -6% | 2% | -5
CC(C)Oc1cccc(C(=O)Nc2ccc(-c3nc4cc(Cl)cc(Cl)c4o3)cc2)c1 | 3% | 4% | 2
Cc1ccc2c(CC(=O)Nc3c(C(=O)c4ccc(C)c(F)c4)oc4ccccc34)coc2c1 | 2% | ? | -6
Cc1ccc2nc(/C(C#N)=C/c3ccc(-c4ccc(C(=O)OC(C)C)cc4)o3)[nH]c2c1 | 0% | 0% | 5
COc1ccc(Nc2cc(C(=O)NCCCN(C)Cc3ccccc3)c3ccccc3n2)c(OC)c1 | -29% | 2% | -18
COc1ccc(NC(=O)COc2ccc(S(=O)(=O)NC3CCCCC3)cc2)cc1OC | -21% | -6% | 13

# Some of the entries so far, with values under each structure.
# Screens in order – KB-3-1 cytotox	KB-V1 cytotox	DRD3 agonist
> COc1ccc(CCNS(=O)(=O)c2ccc3c(c2)c(=O)n(C)c(=O)n3C)cc1OC
→ -5%	7%	-6
> COc1ccccc1NC(=O)c1c(NCc2ccc(C)o2)sc2c1CCC(C)C2 (stereo not given)
→ 1%	-9%	-14
> COc1cc(C2CC(=O)Nc3c2c(C)nn3-c2nncc(-c3ccc(C)cc3)n2)cc(OC)c1OC (stereo not given)
→ 4%	-7%	-21

# Only part of the results is shown. The share of hits here may be higher or lower than overall.
